Screens from PubChem BioAssay.
ROC1-CUL1 inh: inhibitors of human ROC1-CUL1 ubiquitin ligase activity. in vitro K48 di-Ub FRET, acceptor:donor ratio, 45 min. inhibition, % at 10 µM. 140,000 tested, 0.6% active. AID 1347404, 2020; in the data active = inhibition above about 25%
Target sequence (P62877 whole entry, looked up): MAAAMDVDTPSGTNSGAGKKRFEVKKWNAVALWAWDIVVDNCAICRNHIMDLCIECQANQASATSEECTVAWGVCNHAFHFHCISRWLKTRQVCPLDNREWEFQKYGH
Target sequence (Q13616 whole entry, looked up): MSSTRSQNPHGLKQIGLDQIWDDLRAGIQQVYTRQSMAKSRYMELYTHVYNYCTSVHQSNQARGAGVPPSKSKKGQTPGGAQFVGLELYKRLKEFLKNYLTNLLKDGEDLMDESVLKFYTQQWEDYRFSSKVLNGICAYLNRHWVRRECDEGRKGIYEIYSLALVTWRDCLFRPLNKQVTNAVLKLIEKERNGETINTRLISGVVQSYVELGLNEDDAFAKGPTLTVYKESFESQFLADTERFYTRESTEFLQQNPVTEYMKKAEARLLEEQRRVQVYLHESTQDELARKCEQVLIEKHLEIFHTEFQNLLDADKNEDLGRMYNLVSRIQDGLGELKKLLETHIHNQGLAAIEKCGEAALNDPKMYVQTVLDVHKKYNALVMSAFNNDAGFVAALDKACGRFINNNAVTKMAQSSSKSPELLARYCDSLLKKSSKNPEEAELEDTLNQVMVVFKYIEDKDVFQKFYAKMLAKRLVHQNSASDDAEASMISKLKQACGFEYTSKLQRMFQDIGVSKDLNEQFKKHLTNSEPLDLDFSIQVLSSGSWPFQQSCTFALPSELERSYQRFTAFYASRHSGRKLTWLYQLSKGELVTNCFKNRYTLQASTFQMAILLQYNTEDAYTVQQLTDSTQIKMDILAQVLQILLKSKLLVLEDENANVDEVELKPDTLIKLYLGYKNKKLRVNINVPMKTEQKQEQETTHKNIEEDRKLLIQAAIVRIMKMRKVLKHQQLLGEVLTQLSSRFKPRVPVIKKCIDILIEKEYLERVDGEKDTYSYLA
Numbers without * were called inactive. Not all compounds are listed; the hit share may differ from the screen's.

SMILES	ROC1-CUL1 inh
COc1ccc2cc(-c3[nH]ncc3CN(C)CCc3cnn(C)c3)ccc2c1	-1
COc1ccc(C2c3c(ccc4ccccc34)OC(=N)C2C#N)cc1 (stereo not given)	1
Cc1c(CS(=O)(=O)c2ccccc2)c(=O)n(-c2ccccc2)n1C	-6
CC12CCC(C(=O)N(Cc3ccccc3)Cc3ccccc3)(C(Br)C1=O)C2(C)C (stereo not given)	2
CC1=NC(=S)NC(c2cccc(Cl)c2)C1C(=O)OCc1ccccc1 (stereo not given)	1
O=C(CC(c1ccccc1)c1ccc2c(c1)OCO2)NCCc1cnc[nH]1 (stereo not given)	-11
CCC(SC1=N/C(=C/c2ccccc2)C(=O)N1c1ccccc1)C(=O)Nc1ccccc1C#N (stereo not given)	3
Cc1nc(CCNC2CCSC2)cc(=O)[nH]1 (stereo not given)	-6
Cc1ccc(NS(=O)(=O)Cc2ccccc2F)cc1	3
C/C(=N\NC(=O)c1n[nH]c2c1CCCC2)c1ccc(O)cc1	-11
Cn1nc(C(=O)N2CCN(c3ccccc3F)CC2)c2c1-c1ccccc1SC2	-2
Cc1nc2sc(C(=O)N(C)c3ccccc3)c(NC(=O)c3ccccc3Cl)c2c(C)c1C	8
COc1ccc(OC)c(NC(=O)c2cnn(-c3ccccc3)c2C)c1	2
O=C(O)c1c2c(nc3ccc(S(=O)(=O)N4CCC(C(=O)NCc5ccc(Cl)cc5)CC4)cc13)CCCC2	-4
Cc1ccccc1CCC1CCCN(C(=O)c2snnc2C)C1 (stereo not given)	4
CCOC(=O)c1c(C)oc2c(C(C(C)=O)C(C)=O)c(Cl)c(O)c(O)c12	7
O=C(CS(=O)(=O)c1nc(-c2ccc(Cl)cc2)cn1-c1ccccc1)Nc1ccc(F)cc1F	-2
CCCc1c(-c2ccccc2)nc(N2CCN(Cc3ccccc3)CC2)[nH]c1=O	8
CCOC(=O)c1sc(NC(=O)C2c3ccccc3Oc3ccccc32)c(C#N)c1C	2
CCc1cccc(NC(=O)C2CCC(CNS(=O)(=O)c3csc(C(N)=O)c3)CC2)c1 (stereo not given)	8
CC(C)(C)c1ccc(C(=O)Nc2nnc(COc3ccc(Cl)cc3)s2)cc1	2
CCOC(=O)c1ccc2nc(C)cc(Nc3ccc(OC(C)C)cc3)c2c1	4
Oc1c(Cl)cc(Cl)cc1/C=N/Nc1nc(-c2ccccc2)cs1	-7
O=C(NCc1ccc(Cl)cc1Cl)c1cccc(N2CCCS2(=O)=O)c1	1
CCc1nc(CN2CCCC(CNC(=O)Cc3ccc(OC)cc3)C2)c(C)[nH]1 (stereo not given)	2
SMILES	ROC1-CUL1 inh
N=C1/C(=C/c2ccco2)C(=O)N=C2SC(c3cccs3)=NN12	4
CN(C)S(=O)(=O)N1CCC(C(=O)Nc2cccc(Br)c2)CC1	8
Cc1noc(C)c1C(=O)Nc1cccc(Cl)c1C	3
COc1cc(/C=C(/C)[N+](=O)[O-])c2c(c1Br)CCCO2	-18
COc1ccc(/C=C/C(=O)N(Cc2ccncc2)Cc2cccc(OCCc3ccc(F)cc3)c2)cc1	-1
COc1ccc(NC(=O)CCN2CCN(CCO)CC2)cc1	5
CC(C)CNS(=O)(=O)Cc1cccc(Cl)c1	5
CCS(=O)(=O)c1ncc(CN2CCC(C(O)c3cccs3)CC2)n1CCOC (stereo not given)	1
COC(=O)Cc1ccc(NC(=S)N2CCC(C(N)=O)CC2)cc1	5
COc1ccc(CC2(CCC(=O)N[C@@H](Cc3ccccc3)C(N)=O)CCC(=O)N2)c2ccccc12 (stereo not given in full)	-3
COc1cc(C(=O)n2nc(C)c(Sc3ccccc3)c2C)cc(OC)c1OC	6
OC1CCCSc2ccccc21 (stereo not given)	12
O=C(/C=C/c1ccc(Cl)cc1)Nc1nn[nH]n1	-7
CCOC(=O)c1ccc(NC(=O)c2c(NCc3cccc(OC)c3OC)sc3c2CCC3)cc1	-12
CCOC(=O)N1CCN(C2CCCN(C(=O)CCN3CCCO3)C2)CC1 (stereo not given)	-1
Cc1ccc(C)c(N2CCN(C(=O)CN3C(=O)COc4ccc(S(=O)(=O)N5CCOCC5)cc43)CC2)c1	-5
CCOC(=O)N1CCN(Cc2nc(NC(C)c3ccc(F)cc3)c3ccccc3n2)CC1 (stereo not given)	-10
CC#CCCOc1nnc(-c2ccccc2)s1	8
Clc1cccc(Cl)c1COn1nnc2cccnc21	-12
COc1cccc(CN2CCCC(O)(CN3CCc4ccccc4C3)C2=O)c1 (stereo not given)	-3
CCc1ccc(-n2c(C)nnc2SCc2ccc(C)cc2)cc1	11
Cc1noc(C)c1-c1n[nH]c2c1CN(S(=O)(=O)c1cccs1)CC2	-1
CCOCCCNC(=O)C1CCN(C(=O)c2cc3sccc3n2C)CC1	-3
Cc1ccccc1N1CCN(CC(=O)Nc2ccc(OC(F)(F)F)cc2)CC1	-2
CCOC(=O)N1CCC(NC(=O)c2ccc3c(c2)N(Cc2ccccc2C)C(=O)c2ccccc2S3=O)CC1 (stereo not given)	2

Some of these compounds in order of SMILES length, descending.
SMILES	ROC1-CUL1 inh
Cc1noc(C)c1-c1n[nH]c2c1CN(S(=O)(=O)c1cccs1)CC2	-1
Cc1ccccc1N1CCN(CC(=O)Nc2ccc(OC(F)(F)F)cc2)CC1	-2
CN(C)S(=O)(=O)N1CCC(C(=O)Nc2cccc(Br)c2)CC1	8
Cc1noc(C)c1C(=O)Nc1cccc(Cl)c1C	3
Clc1cccc(Cl)c1COn1nnc2cccnc21	-12
OC1CCCSc2ccccc21 (stereo not given)	12

(cont.)
SMILES	ROC1-CUL1 inh
Cn1ncc(N2CCC(CNC(=O)CCn3cncn3)CC2)cc1=O	-3
COc1ccc2[nH]c(C)c(CCNS(=O)(=O)c3cc(F)ccc3OC)c2c1	-2
CCNC(=O)N1CCNC(=O)C1CC(=O)Nc1cccc(Cl)c1Cl (stereo not given)	-1
O=C(Nc1ccccc1Br)c1cncc(Br)c1	-14
Cn1ccc(CC(=O)N2CCc3onc(-c4ccc5c(c4)OCO5)c3C2)c1	6
O=C(NCc1cccnc1)c1nn(-c2ccccc2F)nc1CO	2
O=C(O)c1ccccc1Sc1cc(Cl)nnc1-c1ccccc1	-9
COC(=O)c1nc2c(c(SC)nn2S(=O)(=O)c2ccc(C)cc2)c(N)c1C(=O)OC	-3
CCCNS(=O)(=O)c1cc(C(N)=O)ccc1OC	0
N#Cc1c(-n2ncnc2-c2ccccc2C(F)(F)F)sc2c1CCCCC2	-1
NC(=S)N/N=C/c1cc(Cl)ccc1OCc1cccc(Cl)c1	6
O=c1c2cnc3ncnn3c2ccn1Nc1nc2ccccc2s1	-12
Cc1ccc(C(C)C)c(OCC(=O)Nc2ccccc2F)c1	-5
N#Cc1c(C(F)(F)F)cc(Cc2ccccc2)nc1SCC(=O)NCC(=O)O	2
COC(=O)c1ccc(C2c3c(n[nH]c3-c3ccc(C)cc3)OC(=N)C2C#N)cc1 (stereo not given)	5
Oc1ccc(-c2[nH]c(-c3ccc(C#Cc4ccccc4)cc3)nc2-c2ccccc2)cc1	-3
COC(=O)CCCC(=O)NC1CCCc2nc(-c3cccnc3)ncc21 (stereo not given)	-9
Cc1c(C(=O)NCc2ccccc2Cl)sc2nc3n(c(=O)c12)CCCCC3	-5
Cc1cccc(-c2nc(CN3CCSCC3)c(C)o2)c1	3
O=C(CCC1CCN(Cc2ccc3c(c2)CCO3)CC1)NCC1CCCO1 (stereo not given)	4
CSc1ncc(Nc2nc(-c3ccccc3)cs2)cn1	3
O=C(CCCn1cncn1)N1CCOc2ccc(C(O)C(c3ccccc3)c3ccccc3)cc2C1 (stereo not given)	-3
O=C(Nc1cccc(Cl)c1)C(Cc1ccccc1)n1cccc1 (stereo not given)	11
O=C1CCC(c2ccccc2)c2cc(Oc3c(F)c(F)nc(F)c3Cl)ccc21 (stereo not given)	-6
O=C(CSc1ncnc2nc[nH]c12)Nc1ccc(Br)cc1Cl	8

Rewritten with each value named: part of the list above
> Cc1cccc(-c2nc(CN3CCSCC3)c(C)o2)c1
  ROC1-CUL1 inh = 3

> O=C(CCC1CCN(Cc2ccc3c(c2)CCO3)CC1)NCC1CCCO1 (stereo not given)
  ROC1-CUL1 inh = 4

> CSc1ncc(Nc2nc(-c3ccccc3)cs2)cn1
  ROC1-CUL1 inh = 3

> O=C(CCCn1cncn1)N1CCOc2ccc(C(O)C(c3ccccc3)c3ccccc3)cc2C1 (stereo not given)
  ROC1-CUL1 inh = -3

Continued:
SMILES	ROC1-CUL1 inh
O=C(CSc1nc(-c2ccco2)nc2cc(=O)[nH]n12)Nc1ccc(F)cc1	7
CC(Oc1ccc(Br)cc1Cl)C(=O)NC1CCN(C)CC1 (stereo not given)	0
CCC(C)OC(=O)c1c(NC(=O)CCCC(=O)O)sc2c1CCCC2 (stereo not given)	-6
O=C(CSc1nc2c(c(=O)[nH]1)CN(Cc1ccc3c(c1)OCO3)CC2)Nc1ccc(F)cc1	7
CC(=O)Nc1ccsc1/C=C/c1cccs1	-1
Cc1ccc(OCCSc2nc3ccccc3n2CC(=O)N2CCCCC2)c(C)c1	-4
COc1ccc(NC(=O)CCCc2ccccc2)c(OC)c1	6
COC(=O)CNC(=O)C1(N(C)Cc2ccccc2)Cc2ccccc2C1	8
CCc1cc(C(=O)N2CCCC(CCC(=O)N3CCN(c4ccccn4)CC3)C2)no1 (stereo not given)	11
CCCCOc1ccc(N2C(=O)CC(N3CCSCC3)C2=O)cc1 (stereo not given)	6
CCOC(=O)C1C(=O)/C(=C/c2ccc(N(CC)CC)cc2OC)SC1=Nc1ccc(C)cc1 (stereo not given)	22
O=C1CC(C(=O)N2CCC(Oc3ccc(C(=O)NCCc4ccccc4)cc3)CC2)CN1 (stereo not given)	0
COc1cccc(OCc2nc(C(=O)NCc3csc(C)n3)co2)c1	-4
O=C(c1ccc2c(Cl)c3c(nc2c1)CCCC3)N1CCN(c2cccc(C(F)(F)F)c2)CC1	17
CC(C)C(=O)Oc1ccc2c(=O)c(Oc3ccc4ccccc4c3)coc2c1	5
COc1ccc(-c2nc(CN3CCN(C(C)=O)CC3)c(C)o2)c(OC)c1	-9
CCOC(=O)Cc1c(SC)c2cc(C)ccc2n1C	-6
Cc1sc2c(c1C)c(=O)n(-c1cccc(C(F)(F)F)c1)c(=O)n2Cc1ccccc1C#N	-8
CC(C)Cc1cn[nH]c1C1CCCN(Cc2cnn(-c3ccc(F)cc3)c2)C1 (stereo not given)	-2
C=CCc1cccc(/C=N/NC(=O)CSc2nc3ccccc3n2Cc2ccc(C)cc2)c1O	-9
COc1cccc(CNC(=O)c2cnc(N3CCCC3)nc2C)c1	-3
Cc1ccc2c(c1)c1c(c(=O)n(-c3cccc(Cl)c3)c(=O)n1CC(=O)c1ccc(Cl)cc1)n2C	1
O=C1CCCC(=O)C1=C1SCCCCS1	-4
Cc1cccc(Cl)c1S(=O)(=O)N1CCCC(Cn2cc(CN)nn2)C1 (stereo not given)	15
Cc1ccc(C(=O)O)cc1NCc1ccc(F)cc1	-5
SMILES	ROC1-CUL1 inh
CC(C)c1ccc(OCc2nnc(SCC(=O)Nc3ccccc3Cl)n2C)cc1	3
C=CCCCCOc1ccc(C(=O)Oc2ccc(C#N)c(F)c2)cc1	-5
O=C(O)c1cccc(Nc2ncnc3ccc(Br)cc23)c1	5
CSc1nnc(NC(C)=O)s1	5
Cc1ccc(-c2csc(SCC(=O)NNC(=S)Nc3ccc(Cl)cc3)n2)cc1	-9
CC(C)NC(=O)c1cccc2c1-c1ccccc1C2=O	4
Cc1ccc(NC(=O)c2ccc(Cl)cc2)cc1O	2
CCCN1C2OC(C3OC4C(O3)N(CCC)S(=O)(=O)N4CCC)OC2N(CCC)S1(=O)=O (stereo not given)	2
CCC(C(=O)Nc1ccccc1OC)n1c(C(=O)OC)cc2sc(Cl)cc21 (stereo not given)	3
COC(=O)Nc1ccccc1C(=O)N1CCC(O)(c2ccc(Cl)cc2)CC1	0
Cc1ccc(S(=O)(=O)N(CC(=O)NNC(=S)Nc2ccccc2)c2ccccc2)cc1	0
Cc1ccc(S(=O)(=O)Oc2ccccc2/C=C2/C(=N)N3N=C(c4cccs4)SC3=NC2=O)cc1	-2
COc1ccc(Nc2oc(/C=C/c3ccc(OC)c(OC)c3)nc2C#N)cc1	4
Cc1nc2c(C(=O)NCc3ccccc3Cl)c[nH]n2c(=O)c1Cc1cccc(Cl)c1	2
COc1ccc(CC(=O)Nc2cccc(/C(C)=N/NC(=O)c3cc(Cl)ccc3Cl)c2)cc1	6
Cc1[nH]c2nc3c(c(=O)n(C/C=C/c4ccccc4)c(=O)n3C)n2c1C	3
COc1ccc(-c2cc(-c3ccc(OC)cc3)nc(-c3ccc4c(c3)N(CCC#N)C(=O)CO4)c2)cc1	2
CN(C(=O)c1ccsc1)C(Cc1ccccc1F)C1CCN(C(=O)c2ccc3[nH]ccc3c2)CC1 (stereo not given)	-1
COc1cc(/C=N/NC(=O)CSCc2ccccc2Br)ccc1O	4
O=C(c1ccccc1)C1(Cn2cncn2)Oc2ccccc2C1O (stereo not given)	-7
CCN(CC1CCCN(CCc2cccc(OC)c2)C1)C(=O)CCc1cn[nH]c1 (stereo not given)	0
CC(=O)N(Cc1cccnc1)c1nc2c(C)c(C)ccc2s1	9
COc1ccc(-c2cc(C(F)(F)F)nc(S(C)(=O)=O)n2)cc1	-4
COc1ccc(C2CC(=O)C(C=NCc3ccc(Cl)c(Cl)c3)C(=O)C2)cc1 (stereo not given)	1
CC(C)CC(C(=O)Oc1ccc(-c2ccccc2)cc1)N1C(=O)c2ccccc2C1=O (stereo not given)	0
COc1ccc(/C=N\NS(=O)(=O)c2ccc(F)cc2)cc1COc1cccc2cccnc12	12
COc1ccc(CCn2c(=O)c3cccnc3n(CC(=O)Nc3ccc(C)cc3C)c2=O)cc1OC	-5
O=C(CC1(O)C(=O)Nc2c(Cl)cc(Cl)cc21)c1ccccc1O (stereo not given)	-8

Among those listed so far, these have a furan ring, fused or not.
SMILES	ROC1-CUL1 inh
CCOC(=O)c1c(C)oc2c(C(C(C)=O)C(C)=O)c(Cl)c(O)c(O)c12	7
N=C1/C(=C/c2ccco2)C(=O)N=C2SC(c3cccs3)=NN12	4
O=C(CSc1nc(-c2ccco2)nc2cc(=O)[nH]n12)Nc1ccc(F)cc1	7
